# esBAF inh: inhibitors of esBAF chromatin remodeling in mouse ES cells; reporter increase, % at 12.5 µM; AID 602393; 350,000 compounds, 2% hits; Bmi1-luciferase knock-in reporter, 24 h; 100% = twice the neutral-well signal; in the data active = activation above about 40%;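 note: 0% = median of the plate's neutral control wells and 100% = double that signal; a rise in the Bmi1 reporter signal indicates esBAF inhibition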
# F508del corr: correctors of CFTR F508del function in bronchial epithelial cells | AID 720511 | activity (quench increase), % at 7.58 µM | 350,000 compounds, 0.36% hits | CFBE cells, YFP halide quenching; stimulated with forskolin plus potentiator P3; % fluorescence drop versus neutral controls;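 active = mean added fluorescence quench of at least 8% versus neutral control, with both replicates also reaching 8%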;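 note: cells transiently co-express mutant CFTR-F508del with the halide-sensitive YFP; corrector assay measuring rescue of mutant channel to the surface after 24 h compound exposure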
# ARNT-TACC3 inh: disruptors of human ARNT/TACC3 interaction | inhibition, % at 9.99 µM | AlphaScreen His-ARNT PAS-B/GST-TACC3 binding, luminescence; TACC3 fragment carries E629A point mutation | AID 623870 | 390,000 compounds, 0.66% hits | Q9Y6A5;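 active = mean inhibition of replicates at least 50% and at least half of replicates each reaching 50%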;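 note: 0% = complete ARNT plus TACC3 wells and 100% = ARNT alone without TACC3; many hits fall short of the cut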
# Xi reactivation: activators of X-chromosome reactivation in mouse fibroblasts; XiGFP mouse fibroblasts, % GFP-positive cells imaging, 3 d; cells co-treated with 5-aza-dC sensitizer; scaled so ellipticine positive control = 100%; activation, % at 7.58 µM; 360,000 compounds, 0.055% hits;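 active = mean normalized replicate activation at least 10% and every replicate at or above 10%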;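 note: 0% = median of on-plate neutral control wells and 100% = ellipticine 6 µM median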
#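 System: XiGFP fibroblasts, SV40-immortalized. Medium: DMEM plus 5-aza-dC sensitizer. Doses: single point. Timing: 3 d treatment, 15 min room-temperature fixation. Control set: ellipticine 6 µM.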
# RAD54 inh: RAD54 (human) branch migration inhibition | inhibition, % at 10.4 µM | RAD54 Holliday junction branch migration, FAM/BHQ fluorescence | 360,000 compounds, 0.14% hits | Q92698;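 active = mean normalized replicate activity at least 40 and at least half of replicates scoring 40 or more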;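 note: 0% = median of neutral control wells and 100% = median of positive control wells; inhibitors cause a drop in the FAM fluorescence signal; in these data hits start at about 50%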
# ERAP1 HTS inh: ERAP1 (human) enzyme inhibition; Q9NZ08; recombinant ERAP1, Leu-AMC fluorescence, 60 min; inhibition, % at 10.7 µM; 340,000 compounds, 0.15% hits;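 active = mean replicate inhibition of at least 30%, or all replicates individually reaching that 30% level; inactive = mean below 30% and not every replicate reaching it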;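 note: 0% = neutral control wells and 100% = L-leucinethiol positive control wells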
# Target sequence (Q9NZ08 whole entry, looked up): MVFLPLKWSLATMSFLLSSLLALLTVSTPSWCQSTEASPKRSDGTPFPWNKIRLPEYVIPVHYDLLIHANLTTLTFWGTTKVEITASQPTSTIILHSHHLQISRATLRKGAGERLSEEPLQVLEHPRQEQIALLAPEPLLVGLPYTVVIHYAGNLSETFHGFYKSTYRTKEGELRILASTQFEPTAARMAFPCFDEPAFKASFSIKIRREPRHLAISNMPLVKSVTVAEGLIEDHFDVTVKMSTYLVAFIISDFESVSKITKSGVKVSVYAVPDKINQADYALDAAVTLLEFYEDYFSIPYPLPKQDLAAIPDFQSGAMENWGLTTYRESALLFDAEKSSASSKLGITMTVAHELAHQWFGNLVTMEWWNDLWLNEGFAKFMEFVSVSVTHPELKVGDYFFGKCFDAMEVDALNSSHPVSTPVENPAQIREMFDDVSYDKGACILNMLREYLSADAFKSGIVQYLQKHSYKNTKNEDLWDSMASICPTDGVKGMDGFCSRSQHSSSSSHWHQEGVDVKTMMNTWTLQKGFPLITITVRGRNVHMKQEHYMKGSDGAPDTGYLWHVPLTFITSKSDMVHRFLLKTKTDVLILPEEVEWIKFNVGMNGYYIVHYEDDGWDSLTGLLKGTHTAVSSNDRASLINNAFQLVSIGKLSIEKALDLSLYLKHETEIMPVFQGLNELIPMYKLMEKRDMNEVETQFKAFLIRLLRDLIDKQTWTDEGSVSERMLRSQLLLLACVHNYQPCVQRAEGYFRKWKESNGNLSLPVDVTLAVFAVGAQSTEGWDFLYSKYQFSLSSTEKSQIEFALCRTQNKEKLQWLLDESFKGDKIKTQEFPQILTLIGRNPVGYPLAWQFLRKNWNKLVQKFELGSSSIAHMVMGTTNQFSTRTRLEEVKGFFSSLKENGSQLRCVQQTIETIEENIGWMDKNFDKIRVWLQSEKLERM
# RAD52 anneal inh: RAD52 (human) annealing inhibition | P43351 | recombinant RAD52 DNA annealing, FRET fluorescence | inhibition, % at 18.7 µM | 360,000 compounds, 0.46% hits | AID 651710;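 active = every replicate showing at least 50% inhibition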
# INS-1E GSIS act: GLuc luminescence reporter in INS-1E cells, primary screen for activators of glucose-dependent secretion of insulin; 370,000 compounds, 0.61% hits; activation, % at 16.6 µM; INS-1E GLuc reporter insulin secretion, 2-3 h;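 active = lowest replicate activation of at least 40%, so every replicate reaches that level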;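 note: 0% = median of neutral control wells and 100% = median of IBMX positive control wells; some compounds called inactive have numbers as strong as hits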
# The depositor's hits bear a star; x = no result given.
SMILES,esBAF inh,F508del corr,ARNT-TACC3 inh,Xi reactivation,RAD54 inh,ERAP1 HTS inh,RAD52 anneal inh,INS-1E GSIS act
C[N+]1(CC(O)c2ccccc2)CCCCCC1 (stereo unspecified),0,-7.7,-3,0.0,-4,43*,-21,8
O=C(Nc1ccc(F)cc1)c1cc(S(=O)(=O)N2CCOCC2)cs1,x,2.4,4,0.0,13,6,-4,17
O=C(O)C(Cc1cc(Cl)ccc1Cl)Sc1nc2ccccc2[nH]1 (stereo unspecified),x,-0.4,-7,-0.1,12,-2,-12,15
CSc1nc2ncnc(N)c2[nH]1,x,-0.1,8,0.1,-8,6,-8,-9
C=CCn1c(COc2cc(C)ccc2C(C)C)nnc1SCC(=O)c1c(N)n(C)c(=O)n(C)c1=O,x,1.7,-1,0.0,x,-1,-16,-2
Cc1noc(C)c1S(=O)(=O)Nc1ccc2c(c1)CC(=O)N([C@@H](C)CO)C[C@@H](C)[C@@H](CN(C)C(=O)Nc1ccc(F)cc1)O2,0,-1.4,5,0.0,-1,2,8,-2
CCN(CC)C(=O)c1ccccc1NC(=O)CN1C(=O)c2ccccc2C1=O,-2,0.7,-3,0.4,x,-1,-3,-3
Nc1c(C(=O)N2CCOCC2)sc2nc(N3CCOCC3)c3c(c12)CCCC3,9,-1.7,4,-0.1,8,-6,-5,x
COc1cccc(Nc2cc(C)c3ccccc3n2)c1,66*,0.0,-7,0.0,-3,1,-21,-38
C[C@@H]1CN([C@@H](C)CO)C(=O)Cc2cc(NC(=O)CCN3CCOCC3)ccc2O[C@H]1CN(C)S(=O)(=O)c1cn(C)cn1,-3,-1.5,-2,-0.1,-5,0,-5,6
CC(C)c1cc(=O)n2[nH]c(N)nc2n1,-1,0.8,3,0.0,6,5,-8,-5
C=CC[n+]1c(-c2ccc(Cl)cc2Cl)csc1Nc1ccc(NC(C)=O)cc1,x,-1.3,19,0.0,x,1,-16,19
COc1ccc(CNC(=O)CS(=O)(=O)Cc2nc(-c3cccc(OC)c3)oc2C)cc1,0,-2.0,-3,0.0,-4,3,-20,8
COc1cccc(S(=O)(=O)Nc2ccc3c(c2)[C@@H]2C[C@H](CC(=O)N(C)C)O[C@@H](CO)[C@@H]2O3)c1,2,-2.1,-10,0.0,-5,2,-16,-6
Cc1c(CNC2CCCC2)c(C(=O)O)c(C)n1Cc1ccccc1,x,x,-4,0.3,-2,x,x,10
Cn1c(-c2ccccc2F)cc2onc(-c3ccccc3)c2c1=O,-27,0.9,-4,0.0,-8,x,-14,-4
CCCCN1C(=O)C(O)(CC(=O)c2ccco2)c2cc(Br)ccc21 (stereo unspecified),-8,-5.0,-3,1.4,-3,0,-7,x
CCC1Sc2ccccc2N(CC(=O)NC2CC2)C1=O (stereo unspecified),x,-1.5,-11,-0.1,1,15,-2,4
CC(c1ccccc1)N1C(=O)c2ccccc2C1O (stereo unspecified),-1,-2.9,-7,-0.3,-1,1,-1,-7
Cc1ccnc(NC(=O)CN2C(=O)c3ccccc3C2=O)c1,1,-2.0,-9,0.1,x,-8,-6,13
C[C@H](NC(=O)C[C@@H]1CC[C@H](NC(=O)CN2CCOCC2)[C@H](CO)O1)c1ccccc1,1,0.2,0,0.3,16,1,-4,2
O=c1oc(-c2cccc([N+](=O)[O-])c2)nc2ccccc12,2,-10,6,0.0,-16,-1,-10,-9
CCn1cc(C(=O)NCC2CCCO2)c(=O)c2cc(S(=O)(=O)N(C)C3CCCCC3)ccc21 (stereo unspecified),1,-1.8,-8,0.3,15,x,-11,-13
O=C(CCOc1ccccc1)Nc1ccccc1[N+](=O)[O-],x,x,2,0.1,x,0,-10,-2
C[C@H]1CN([C@@H](C)CO)C(=O)c2cccc(NC(=O)C3CC3)c2O[C@@H]1CN(C)S(C)(=O)=O,1,-0.8,-9,0.2,-5,0,4,15

# Following part
SMILES,esBAF inh,F508del corr,ARNT-TACC3 inh,Xi reactivation,RAD54 inh,ERAP1 HTS inh,RAD52 anneal inh,INS-1E GSIS act
Cc1nn(-c2ccc(F)cc2)c(Cl)c1/C=C(\CCC(=O)O)c1nc2ccccc2s1,-5,x,19,x,2,x,x,34
COc1ccc(NC(=O)N(C)C[C@@H]2Oc3ccc(NC(=O)CCCCCC(=O)Nc4ccccc4N)cc3C(=O)N([C@@H](C)CO)C[C@@H]2C)cc1,x,-4.3,x,-1.2,x,1,-29,-5
CN(CC(=O)Nc1ccccc1Cl)C(=O)COC(=O)c1ccc([N+](=O)[O-])cc1Cl,-12,-1.4,3,-0.1,-8,4,-3,-10
CCOC(=O)c1sc(NC(=O)CCN2CCN(CC)CC2)c(C(=O)OCC)c1C,x,x,-4,0.2,x,8,9,16
Cn1cccc1/C=C1/SC(=S)N(CC(=O)O)C1=O,0,-0.3,6,0.1,-29,9,-111,-3
CN(C)S(=O)(=O)c1ccc(S(=O)(=O)NCc2cccs2)cc1,-2,2.4,-4,-0.1,5,-1,2,-4
COc1cc(C(=O)NCC(=O)NCCN2C(=O)S/C(=C\c3ccccc3Cl)C2=O)cc(OC)c1OC,9,0.8,9,0.5,-21,1,-9,2
COc1ccc(C(CC(=O)O)NS(=O)(=O)c2ccc3c(c2)N(C(C)=O)CC(C)O3)cc1 (stereo unspecified),5,-3.0,2,0.0,4,3,-1,14
CN(C)C(=O)c1ccc(-c2ccc3c(c2)[C@H]2[C@H](CCN2C(=O)c2ccccc2F)[C@H](CO)N3)cc1,8,5.2,-1,0.1,-9,x,x,3
COc1ccc(C2=NC(CO)(CO)CO2)cc1,x,1.4,6,0.1,x,-1,-4,6
CCS(=O)(=O)N1N=C(c2ccc(NS(C)(=O)=O)cc2)CC1c1ccccc1 (stereo unspecified),x,x,-1,0.0,-6,x,x,11
C[C@@H]1CN([C@@H](C)CO)C(=O)c2cc(Br)cnc2O[C@@H]1CN(C)C(=O)C1CC1,-8,3.2,x,-0.9,x,x,x,30
COc1ccc(OCc2cc(C(=O)N(C)C3CCOC3)no2)c(Cl)c1 (stereo unspecified),13,1.1,7,0.3,-1,-1,-17,7
C[C@H]1CN([C@@H](C)CO)C(=O)c2cc(NC(=O)Nc3ccc4c(c3)OCO4)ccc2O[C@H]1CN(C)Cc1ccc(C(=O)O)cc1,1,1.4,-4,0.1,0,-2,3,-2
CCCS(=O)(=O)N1CCC(C(=O)NCc2ccc3c(c2)OCO3)CC1,x,0.9,-7,0.3,x,-1,-10,23
CC(C)N(C(=O)[C@H]1CC(CC(=O)NC(C)(C)C)C(=O)N2CCc3c([nH]c4ccccc34)[C@]12C)C(C)C (stereo partly specified),-4,-2.1,1,-0.2,-6,-1,0,-14
CS(=O)(=O)N1CCC(C(=O)NCc2ccc(Cl)cc2)CC1,-1,3.1,-3,-0.2,2,x,5,0
Cc1ccc(S(=O)(=O)N(C)C[C@H]2Oc3ccc(NS(=O)(=O)c4c(C)noc4C)cc3CC(=O)N([C@H](C)CO)C[C@H]2C)cc1,3,-2.3,-3,1.5,-1,-4,-2,-10
Cc1ccc(NC(=O)Nc2nnc([C@H]3C[C@H](O)[C@@H](CO)O3)s2)cc1,0,-0.9,x,0.1,0,9,-7,11
C[C@@H]1CN([C@@H](C)CO)C(=O)c2cc(N(C)C)ccc2O[C@@H]1CN(C)S(=O)(=O)c1cn(C)cn1,-4,0.7,5,-0.6,1,-1,-6,14
COc1ccc2c3c([nH]c2c1)[C@H](CO)N(C(=O)c1ccccc1)CC31CN(C(=O)NC(C)C)C1,x,-0.8,x,0.6,x,-2,4,31

# Another view of 11 compounds above.
Compound	esBAF inh	F508del corr	ARNT-TACC3 inh	Xi reactivation	RAD54 inh	ERAP1 HTS inh	RAD52 anneal inh	INS-1E GSIS act
CCS(=O)(=O)N1N=C(c2ccc(NS(C)(=O)=O)cc2)CC1c1ccccc1 (stereo unspecified)	x	x	-1	0.0	-6	x	x	11
C[C@@H]1CN([C@@H](C)CO)C(=O)c2cc(Br)cnc2O[C@@H]1CN(C)C(=O)C1CC1	-8	3.2	x	-0.9	x	x	x	30
COc1ccc(OCc2cc(C(=O)N(C)C3CCOC3)no2)c(Cl)c1 (stereo unspecified)	13	1.1	7	0.3	-1	-1	-17	7
C[C@H]1CN([C@@H](C)CO)C(=O)c2cc(NC(=O)Nc3ccc4c(c3)OCO4)ccc2O[C@H]1CN(C)Cc1ccc(C(=O)O)cc1	1	1.4	-4	0.1	0	-2	3	-2
CCCS(=O)(=O)N1CCC(C(=O)NCc2ccc3c(c2)OCO3)CC1	x	0.9	-7	0.3	x	-1	-10	23
CC(C)N(C(=O)[C@H]1CC(CC(=O)NC(C)(C)C)C(=O)N2CCc3c([nH]c4ccccc34)[C@]12C)C(C)C (stereo partly specified)	-4	-2.1	1	-0.2	-6	-1	0	-14
CS(=O)(=O)N1CCC(C(=O)NCc2ccc(Cl)cc2)CC1	-1	3.1	-3	-0.2	2	x	5	0
Cc1ccc(S(=O)(=O)N(C)C[C@H]2Oc3ccc(NS(=O)(=O)c4c(C)noc4C)cc3CC(=O)N([C@H](C)CO)C[C@H]2C)cc1	3	-2.3	-3	1.5	-1	-4	-2	-10
Cc1ccc(NC(=O)Nc2nnc([C@H]3C[C@H](O)[C@@H](CO)O3)s2)cc1	0	-0.9	x	0.1	0	9	-7	11
C[C@@H]1CN([C@@H](C)CO)C(=O)c2cc(N(C)C)ccc2O[C@@H]1CN(C)S(=O)(=O)c1cn(C)cn1	-4	0.7	5	-0.6	1	-1	-6	14
COc1ccc2c3c([nH]c2c1)[C@H](CO)N(C(=O)c1ccccc1)CC31CN(C(=O)NC(C)C)C1	x	-0.8	x	0.6	x	-2	4	31

# Screening data from PubChem BioAssay.
